HT1080 IDH1KD tx: kills HT-1080 cells with IDH1 knockdown | HT-1080 IDH1 knockdown viability, ATP luminescence, 48 h | Potency, µM (titrated, usually from 46.1 µM), for the others: at the top dose activity, negative = toxicity, actives largely listed as cytotoxic | actives 2% (n = 360,000) | AID 686971;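 further: 0% = DMSO wells and -100% = cell-free medium wells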
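After a 2 h attachment period, IDH1KD HT-1080 cells took pin-transferred compound for 48 h at 37 °C; ATP-based luminescence after 10 min room-temperature reagent incubation reported viability.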
GLP1R ag: agonists of human GLP-1 receptor; P43220; HEK293 GLP-1R CRE-luciferase, luminescence, 4-6 h; cells express a hypersensitive GLP-1R form; Potency, µM (series often up to 45.6 µM), for inactives: top-dose activation, hits mostly activators; actives 0.007% (n = 380,000); AID 624172; further: % of control where 0% means no effect
Target sequence (P43220 whole entry, looked up): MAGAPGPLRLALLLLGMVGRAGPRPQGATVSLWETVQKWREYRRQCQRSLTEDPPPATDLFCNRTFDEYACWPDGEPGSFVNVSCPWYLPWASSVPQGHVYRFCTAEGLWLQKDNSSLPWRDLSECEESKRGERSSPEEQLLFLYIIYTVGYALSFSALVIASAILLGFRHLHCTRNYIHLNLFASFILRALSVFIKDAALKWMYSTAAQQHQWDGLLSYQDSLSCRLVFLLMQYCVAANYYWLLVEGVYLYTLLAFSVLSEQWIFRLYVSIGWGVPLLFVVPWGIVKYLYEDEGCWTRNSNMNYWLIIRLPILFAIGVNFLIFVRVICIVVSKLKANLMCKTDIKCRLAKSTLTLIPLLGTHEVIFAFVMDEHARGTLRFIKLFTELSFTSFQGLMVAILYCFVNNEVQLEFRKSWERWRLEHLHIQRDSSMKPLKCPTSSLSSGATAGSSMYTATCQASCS
HT1080-NT tox: kills 2HG-producing HT-1080-NT fibrosarcoma cells. HT-1080-NT fibrosarcoma viability, CellTiter-Glo ATP luminescence, 48 h. Potency, µM (series often up to 46.1 µM), for inactives: at the highest dose activity, negative = less viability, usual class: cytotoxic. actives 1.6% (n = 360,000);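 further: NT is the 2HG producing partner of a matched IDH1 knockdown line; 0% = DMSO-treated cells and -100% = media-only wells without cells; nearly all actives have a fitted effect of over 55% in size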
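750 cells/well, RPMI + 5% FBS; 2 h settle, compound pin-transfer, 48 h at 37 degrees C. CellTiter-Glo 10 min RT, luminescence. Normalized to DMSO and media-only wells.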
KB-3-1 tox: KB-3-1 parental cell cytotoxicity; KB-3-1 viability, CellTiter-Glo ATP luminescence, 72 h; Potency, µM (doses to about 46.1 µM), inactives show at the top dose activity change, negative = cytotoxic, actives largely listed as cytotoxic; actives 1.4% (n = 400,000); further: on the % scale 0 is the no-effect control and ±100 the full control effect; nearly all actives have a fitted effect of over 60% in size
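Using CellTiter-Glo luminescence, growth of non-resistant KB-3-1 adenocarcinoma cells is assessed 72 h after pin-tool compound addition at 37 °C. Normalized responses across the concentration series yield fitted curves.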
SW480 rerep: induces DNA re-replication in SW480 colon adenocarcinoma cells; Potency, µM (titrated, usually from 46.1 µM), for the others: at the top dose re-replication activation, hits mostly activators; actives 1.8% (n = 340,000); SW480 DNA re-replication, Hoechst DNA content imaging, 48 h; further: % of control where 0% means no effect; nearly all actives have a fitted effect of over 55% in size
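Compounds, transferred as 23 nL by pin tool, were incubated with cells for 48 hr; DNA content per nucleus was then quantified by Hoechst staining and fluorescence plate imaging.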
GLP1R inv ag: GLP-1 receptor (human) inverse agonism; P43220; Potency, µM (series often up to 38.3 µM), for the others: top-dose activity change, negative = inhibition, usual class: inhibitors; HEK293 GLP-1R CRE-luciferase, luminescence, 24 h; GLP-1R form is constitutively active; actives 1.6% (n = 410,000); further: on the % scale 0 is the no-effect control and ±100 the full control effect; nearly all actives have a fitted effect of over 55% in size
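qHTS in 1536-well format: reporter HEK293 cells expressing constitutive GLP-1R activity in DMEM + 10% Nu serum, 24 hr with compounds at 37 deg C, luminescence read after 12 min with detection reagent.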
HEK293 tox: cytotoxicity in counter-screen for GLP-1R inverse agonists; HEK293 cAMP-luciferase reporter cells, luminescence, 24 h; Potency, µM (doses to about 38.3 µM), for inactives: top-dose activity change, negative = inhibition, actives largely listed as inhibitors; actives 0.13% (n = 410,000);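 further: loss of luciferase light is scored as toxicity; on the % scale 0 is the no-effect control and ±100 the full control effect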
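To flag toxic compounds, the library was rerun on cells for 24 hr at 37 deg C and 5% CO2. Viability-linked luminescence was captured 12 min after adding luciferase detection reagent.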
KB-V1 MDR tox: kills drug-selected multidrug resistant KB-V1 cells; KB-V1 MDR cells viability, CellTiter-Glo, 72 h; Potency, µM (top dose mostly 46.1 µM), without a hit: at the highest dose activity change, negative = cytotoxicity, usual class: cytotoxic; actives 3.4% (n = 400,000); further: on the % scale 0 is the no-effect control and ±100 the full control effect; nearly all actives have a fitted effect of over 60% in size
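qHTS viability screen in drug-selected KB-V1 MDR cells: 72 h compound treatment at 37 degrees C, ATP luminescence end point.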
TDP-43 yeast inh: TDP-43 toxicity inhibition in yeast; Potency, µM (doses to about 46.1 µM), inactives show top-dose growth rescue (activation), actives largely listed as activators; actives 1.8% (n = 410,000); TDP-43 expressing yeast growth rescue, BacTiter-Glo, 24 h; further: % of control where 0% means no effect; nearly all actives have a fitted effect of over 50% in size
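In this qHTS, compounds that restore growth of yeast expressing TDP-43 appear as activators. Cells (OD600=0.02, galactose medium, raffinose-pregrown) are incubated with compound 24 hr at 30 deg C and growth is quantified by BacTiter-Glo.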
The depositor's hits bear a star; ? = inconclusive; . = no result given; [ ] = remark or other dose. The call rests on the fitted dose curve; in most records, active means well fitted curve in the direction sought with a large enough effect; inconclusive means small, poorly fitted or top-dose-only effect, or another doubt; inactive means no such curve, though single readings can be large; an effect the other way counts as inactive or inconclusive. Potency means the concentration at half of the fitted maximal effect. No enrichment for hits. About 9.4% of those tested had a hit in this group.

compound	SW480 rerep	GLP1R ag	HT1080 IDH1KD tx	KB-V1 MDR tox	HEK293 tox	HT1080-NT tox	GLP1R inv ag	TDP-43 yeast inh	KB-3-1 tox
Cc1ccc2nc(Cl)c(/C=N/NC(=O)CN3CCOCC3)cc2c1	-26%	10%	-6%	-2%	-5%	-14%	48%[activator]	-28%	-7%
CCCC(=O)NC(=S)Nc1cccc(C(C)=O)c1	-1%	2%	18%	27%	15%	13%	5%	?	6%
O=C(O)Cc1cccc2c(=O)cc(-c3ccccc3)oc12	.	0%	9%	2%	-5%	24%	-3%	-3%	0%
Cc1ccc(N/N=C/c2c(C)c(C#N)c(=O)n(C)c2O)cc1C	0%	-2%	14%	-6%	13%	6%	0%	20%	-12%
Cc1ccc(OCCn2nnc3ccccc32)cc1C	2%	-4%	-8%	8%	-13%	-7%	?	?	-4%
C=CCN(CC=C)C(=O)CN1C(=O)NC(C)(c2ccc3cc(OC)ccc3c2)C1=O (stereo not given)	9%	19%	1%	6%	-7%	5%	?	-5%	5%
Cn1cccc1/C=N/NC(=O)CSc1nc2ccccc2[nH]1	-1%	7%	-8%	2%	3%	3%	-6%	9%	18%
O=C(NCCc1nc2ccccc2[nH]1)/C(=C/c1ccc2c(c1)OCO2)NC(=O)c1ccccc1Cl	5%	-4%	6%	17%	-16%	1%	4%	-3%	16%
O=C(c1cc(-c2ccc(Br)cc2)n[nH]1)N1CCN(S(=O)(=O)c2ccc(Br)s2)CC1	.	.	.	-7%	2%	.	-1%	25%	-2%
O=C(O)c1cnn(-c2nc(-c3cccc([N+](=O)[O-])c3)cs2)c1C(F)(F)F	-6%	1%	27%	-11%	-4%	17%	-4%	-10%	-8%
Cc1ccc(S(=O)(=O)NCCN=C(CN2CCCC2)NS(=O)(=O)c2ccc(C)cc2)cc1	7%	8%	-3%	6.5µM*	-6%	11%	-28%	11%	1%
COc1ccccc1NCCC#N	-1%	3%	2%	?	14%	-2%	6%	-10%	-3%
Cc1ccc(CS(=O)(=O)Cc2ccc(C(=O)NCc3ccco3)o2)cc1	-1%	0%	-6%	?	4%	-2%	-1%	-20%	-3%
CCCc1nc(SC)[nH]c(=O)c1C	8%	2%	-4%	-19%	0%	-4%	4%	-9%	?
COc1cc(C2C3CN(C)CC=C3C(C#N)=C(N)C2(C#N)C#N)ccc1OC(C)C (stereo not given)	-6%	9%	-10%	-3%	2%	-4%	8%	-2%	-4%
CCOC(=O)CSCC(=O)Nc1cc(C)ccc1C	0%	1%	-11%	8%	3%	-7%	0%	-5%	-9%
Cc1ccsc1/C=N/NC(=O)Cc1ccc([N+](=O)[O-])cc1	-122%[inhibitor]	-2%	-11%	-27%	7%	4%	-18%	8%	15%
Cc1ccc2oc(-c3cccc(NC(=O)Cc4ccc(Cl)cc4)c3)nc2c1	.	.	.	19%	1%	.	10%	5%	9%
COc1ccc(CCNC(=O)c2ccc(Cn3c(=O)c4ccccc4n(Cc4ccc(F)cc4Cl)c3=O)cc2)cc1OC	.	-1%	.	?	8%	.	21%	?	?
CCS(=O)(=O)N1CCCC(C(=O)NCCCN2CCCC2=O)C1 (stereo not given)	1%	-1%	18%	14%	-12%	8%	3%	3%	13%
CCOc1cccc(-n2nnnc2-c2ccc(OC)cc2)c1	13µM*	8%	4.6µM*	?	-29%	5.8µM*	2.5µM*	22%	?
Cc1cc(=O)[nH]c(SC(C)C(=O)Nc2cccc3ccccc23)n1 (stereo not given)	-14%	1%	2%	3%	0%	1%	-10%	-16%	-17%
CC(C)c1ccc(NC(=O)C2CCCN(S(=O)(=O)c3cccc4nonc34)C2)cc1 (stereo not given)	.	0%	.	-13%	2%	.	11%	8%	6%
CCC1(c2ccccc2)NC(=O)N(CC(=O)Nc2cc(Cl)ccc2N2CCOCC2)C1=O (stereo not given)	3%	4%	-10%	?	3%	-8%	?	-20%	-5%
Cc1ccc2nc(-c3ccc(N)cc3)sc2c1	13%	-6%	-3%	0%	-8%	-14%	4.5µM*	-22%[1.82 µM]	?
O=C(O)c1cccc(-c2noc(-c3cccc(Cl)c3)n2)c1	-4%[9.22 µM]	-8%	.	22%	.	.	.	.	2%
CCc1cc2c(=O)c(-c3nc4ccccc4[nH]3)coc2c(CN2CCCCC2)c1O	-23%	0%	16%	-4%	5%	20%	9%	4%	-4%
CC(=O)c1cccc(N=c2scc(-c3ccc(S(=O)(=O)N4CCOCC4)cc3)n2CCO)c1	-1%	1%	-15%	5.8µM*	1%	-14%	0%	-24%	-26%
CC(C)(C)C1=Nn2c(nnc2C2CCCCC2)SC1	-4%	5%	-11%	-7%	-1%	0%	0%	-20%	3%
Cc1ccc(NC(=O)CN2C(=O)S/C(=C\c3ccccn3)C2=O)cc1C	21%	-2%	2%	3%	-18%	3%	3%	13%	2%

The final 2 compounds of the part above come first, to join the parts.
compound	SW480 rerep	GLP1R ag	HT1080 IDH1KD tx	KB-V1 MDR tox	HEK293 tox	HT1080-NT tox	GLP1R inv ag	TDP-43 yeast inh	KB-3-1 tox
CC(C)(C)C1=Nn2c(nnc2C2CCCCC2)SC1	-4%	5%	-11%	-7%	-1%	0%	0%	-20%	3%
Cc1ccc(NC(=O)CN2C(=O)S/C(=C\c3ccccn3)C2=O)cc1C	21%	-2%	2%	3%	-18%	3%	3%	13%	2%
Cc1nn(-c2cccc(Cl)c2)c2c1C(c1ccncc1)C(C#N)=C(N)O2 (stereo not given)	-4%	-4%	-12%	15%	-25%	-18%	-27%	-7%	-8%
C/C(=N/NC(=O)c1ccco1)c1ccc(NC(=O)c2ccc(Br)o2)cc1	-38%[inhibitor]	10%	16%	-30%	8%	2%	2%	?	10%
Cc1ccc2c(CC(=O)NCC(C)(C)N3CCOCC3)coc2c1	5%	-1%	-8%	-27%	-2%[7.66 µM]	3%	-28%[7.66 µM]	-26%	12%
Cc1ccc(OCC(=O)Nc2c3c(nn2C(C)(C)C)CS(=O)(=O)C3)cc1	-4%	8%	3%	-12%	8%	0%	55%[activator]	0%	-6%
COc1ccc(-c2csc(/C(C#N)=C\c3ccc(OC)c([N+](=O)[O-])c3)n2)cc1	?	-11%	9%	-4%	99%[activator]	10%	15%	-6%	-3%
Cc1ccccc1NC(=S)N=Nc1c(O)n(C)c2ccc(S(=O)(=O)N3CCOCC3)cc12	?	-9%	21µM*	?	?	?	?	-12%	?
CCOC(=O)c1cnc(/N=C/N(C)C)s1	-5%	0%	6%	-11%	8%	6%	-23%	-7%	4%
Cc1nccc2[nH]c(=O)c(C(=O)NC3CCCCC3C)cc12 (stereo not given)	-4%	0%	-2%	0%	-14%	1%	0%	5%	?
COc1ccc(C)cc1N(C(=O)c1snc(C(N)=O)c1N)C(C(=O)NC1CCCCC1)c1ccc(C)o1 (stereo not given)	?	?	?	21µM*	4%	?	?	-18%	?
CC(C)(C)C1=C(C#N)C(c2cccnc2)C(C#N)=C(N)O1 (stereo not given)	-3%	-6%	4%	23%	-19%	8%	16%	0%	2%
CN(c1ccccc1N(C)S(=O)(=O)c1ccccc1)S(=O)(=O)c1ccccc1	0%	14%	2%	-19%	-3%	13%	-9%	15%	3%
O=C1Cc2cc(S(=O)(=O)N3CCCCC3)cc3c2N1CCC3	.	.	.	9%	-12%	.	-15%	15%	-3%
Cc1nnc2n1N=C(c1ccc(F)cc1F)CS2	-1%	-2%	-1%	0%	-18%	8%	1%	9%	2%
COCCNC(=O)C(OC(=O)c1nsc(Cl)c1Cl)C(C)C (stereo not given)	12%	7%	20%	12%	-12%	27%	5%	-7%	0%
COc1ncnc2c1ncn2CCCN[C@H](C)c1cccc2ccccc12	.	2%	-12%	27%	-6%	4%	26%	19%	17%
O=C(CNC(=O)C12CC3CC(CC(C3)C1)C2)NC1=NCCS1	-7%	-8%	-4%	4%	6%	3%	7%	-7%	5%
O=C(COC(=O)c1ccc(Cl)nc1)Nc1c(Cl)cccc1C(F)(F)F	28%	-2%	-24%	0%	-2%	?	-2%	23%	-5%
COc1ccccc1C(=O)NC1CC2CCC(C1)N2Cc1ccccc1 (stereo not given)	4%	5%	7%	-13%	-9%	8%	-8%	8%	14%
O=C(Nc1ccc2c(c1)OCO2)c1nn(-c2ccccc2)c(=O)c2ccccc12	0%	1%	0%	0%	-12%	-3%	?	11%	-1%
Cc1ccc(C(=O)CSc2nc3ccccc3c(=O)[nH]2)cc1C	10%	13%	-28%	-3%	-1%	2%	-9%	-5%	2%
CC(C)(C)C(=O)c1c(N)[nH]c(C(=O)c2ccccc2)c1-c1ccc(Cl)cc1	.	10%	5%	?	1%	0%	-13%	16%	-25%
COC(=O)C1CCN(c2cc(=O)n(C3CCCCC3)c(=O)[nH]2)CC1	-12%	-8%	8%	7%	-5%	13%	0%	14%	-2%
COc1cc(N)c(Cc2nccc3cc(OC)c(OC)cc23)cc1OC	7%	4%	-10%	0%	-3%	-5%	141%[activator]	8%	-11%
CCOC(=O)c1c(NC(=O)CSc2nnc(-c3ccccc3C)n2C)sc(C(C)=O)c1C	0%	3%	-5%	-28%	-17%	7%	0%	?	0%
Cc1cccc[n+]1CC(=O)c1ccccc1	-2%	1%	15%	-2%	-1%	10%	-5%	?	18%
Cn1c(=O)c2cc(S(=O)(=O)NC(Cc3ccccc3)C(=O)NCC3CCCO3)ccc2n(C)c1=O (stereo not given)	-50%[inhibitor]	-2%	-2%	18%	5%	-1%	17%	16%	-11%

Compound activity (PubChem)
